GC-A act: GC-A (human) enzyme activation | AID 1671463 | HEK293 GC-A cells, cGMP TR-FRET, EC30 ANP; 0% at EC30 ANP, 100% saturating ANP | hit rate 0.14% among 370,000 | activation, % at 10 µM; in the data active = activation above about 40%
Target sequence (P16066 whole entry, looked up): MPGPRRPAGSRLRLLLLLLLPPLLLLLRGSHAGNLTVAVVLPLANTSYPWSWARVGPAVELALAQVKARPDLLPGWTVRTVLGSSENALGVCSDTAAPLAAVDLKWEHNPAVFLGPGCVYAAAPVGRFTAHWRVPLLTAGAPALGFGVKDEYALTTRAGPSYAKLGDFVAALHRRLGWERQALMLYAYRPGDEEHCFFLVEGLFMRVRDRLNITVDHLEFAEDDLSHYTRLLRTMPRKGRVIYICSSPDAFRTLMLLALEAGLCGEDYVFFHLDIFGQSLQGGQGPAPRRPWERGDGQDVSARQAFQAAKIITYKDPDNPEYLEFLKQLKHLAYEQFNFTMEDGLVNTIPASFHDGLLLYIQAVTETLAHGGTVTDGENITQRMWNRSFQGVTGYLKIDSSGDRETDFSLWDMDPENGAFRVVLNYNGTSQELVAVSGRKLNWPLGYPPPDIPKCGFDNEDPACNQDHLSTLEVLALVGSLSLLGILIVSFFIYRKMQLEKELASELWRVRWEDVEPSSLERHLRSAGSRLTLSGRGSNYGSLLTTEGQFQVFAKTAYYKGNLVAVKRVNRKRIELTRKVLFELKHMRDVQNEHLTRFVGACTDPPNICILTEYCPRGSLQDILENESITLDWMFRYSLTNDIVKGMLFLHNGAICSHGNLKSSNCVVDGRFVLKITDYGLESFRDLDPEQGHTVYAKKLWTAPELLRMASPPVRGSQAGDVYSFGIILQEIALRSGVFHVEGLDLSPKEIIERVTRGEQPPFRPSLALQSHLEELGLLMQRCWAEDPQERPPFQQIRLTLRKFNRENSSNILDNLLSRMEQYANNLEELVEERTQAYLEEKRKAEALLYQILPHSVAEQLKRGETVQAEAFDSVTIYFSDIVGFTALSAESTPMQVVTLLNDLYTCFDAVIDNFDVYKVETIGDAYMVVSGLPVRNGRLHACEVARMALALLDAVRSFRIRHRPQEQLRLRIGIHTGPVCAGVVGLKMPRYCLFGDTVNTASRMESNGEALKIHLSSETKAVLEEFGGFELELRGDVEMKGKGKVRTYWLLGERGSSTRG
DAX1 inh-1: NR0B1 (DAX1) inhibition; hit rate 0.99% among 340,000; AID 504766; HEK293 Gal4-DAX1 luciferase reporter, luminescence; inhibition, % at 6.75 µM; P51843;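 active = inhibition above the mean over all tested compounds plus 3 SD, cut at about 4.2% in these data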;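 also: 0% = DAX1-transfected cells with DMSO and 100% = empty-vector control cells with DMSO; inhibition shows as a rise in luminescence from relieved DAX1 repression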
ADAM17 inh: inhibitors of human ADAM17; inhibition, % at 6.95 µM; hit rate 0.83% among 370,000; AID 720648; P78536; recombinant ADAM17, EDANS/DABCYL FRET peptide cleavage;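 active = inhibition above the mean of compounds lying between control limits plus 3 SD, set per campaign, cut at about 8.5% in these data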;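 also: 0% = DMSO-only wells as the low control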
ssDAF-12 act: activators of S. stercoralis DAF-12 nuclear receptor; HEK293 ssDAF-12/GRIP1 lit1-tk-luc reporter, luminescence; % of 3 µM dafachronic acid response; activation, % at 6.8 µM; hit rate 1% among 370,000;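 active = activation above the mean over all tested compounds plus 3 SD, cut at about 0.9% in these data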;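 also: 0% = DMSO-only wells and 100% = 3 µM delta7-dafachronic acid wells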
hcDAF12 agonist: H. contortus DAF-12 activation, primary screen. HEK293 hcDAF-12 lit1-tk-luc reporter, luminescence; 0% DMSO, 100% Δ7-dafachronic acid. activation, % at 6.8 µM. hit rate 1.4% among 370,000. AID 652067;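 active = activation above the mean of all tested compounds plus 3 SD, cut at about 5.5% in these data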;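 also: 100% = response to 3 µM Δ7-dafachronic acid high control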
hgDAF-12 ag: activates the H. glycines DAF-12 receptor ligand-binding domain. HEK293 GAL4-hgDAF12 UAS-luciferase reporter, agonist luminescence; normalized to butyrate control. hit rate 1.8% among 370,000. AID 687014. activation, % at 6.8 µM;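 active = activation above a cutoff set at the mean of all screened compounds plus 3 SD, cut at about 10% in these data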;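 also: 0% = DMSO wells and 100% = sodium butyrate wells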
SMARCA2 activ: activators of SMARCA2 function; hit rate 1% among 370,000; activation, % at 9.1 µM; MG213 cells, MMTV-luciferase reporter, dexamethasone, overnight; AID 652017; in the data active = activation above about 7.8%;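 also: 0% = vehicle wells and 100% = reference activator wells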
FXN GAA850 act: frataxin GAA850 promoter activation; HEK293 lucGAA850 FXN promoter luciferase reporter, 24 h; percent of 10 µM SAHA response; activation, % at 6 µM; hit rate 0.56% among 360,000;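 active = activation above the average of all compounds screened plus 3 SD, cutoff fixed separately per campaign, cut at about 7.5% in these data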;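 also: 0% = DMSO wells and 100% = 10 µM SAHA wells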
DAX1 inh-2: blocks DAX1 repression of SF-1 activated StAR promoter; inhibition, % at 6.8 µM; hit rate 1.1% among 370,000; AID 652010; HEK293T StAR-luciferase reporter, SF-1/DAX-1 repression relief;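 active = inhibition above the mean over all tested compounds plus 3 SD, cut at about 3.6% in these data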;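 also: 0% = DAX-1 cells with DMSO and 100% = cells lacking DAX-1 with DMSO; higher inhibition means more luminescence from relief of DAX-1 repression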
PG9 Ab binder: binds the HIV-1 gp120 antibody PG9 | inhibition, % at 6.7 µM | TR-FRET gp120-PG9 antibody binding | hit rate 0.43% among 360,000; in the data active = inhibition above about 8.5%
ADAM10 inh: ADAM10 inhibition, QFRET primary screen; O14672; inhibition, % at 7 µM; hit rate 0.62% among 370,000; recombinant ADAM10, EDANS/DABCYL FRET peptide cleavage, 3 h;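 active = inhibition above a per-campaign cutoff equal to the mean of compounds falling between control-based bounds plus 3 SD, cut at about 20% in these data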;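 also: 0% = DMSO wells while the 100% control is not disclosed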
An asterisk follows results filed as active; x = no result given. No enrichment for hits; overall some 6.8% were active at least once.

mol,GC-A act,DAX1 inh-1,ADAM17 inh,ssDAF-12 act,hcDAF12 agonist,hgDAF-12 ag,SMARCA2 activ,FXN GAA850 act,DAX1 inh-2,PG9 Ab binder,ADAM10 inh
CN(C)CCN(C(=O)c1ccc(S(=O)(=O)N2CCCC2)cc1)c1nc2ccc(Br)cc2s1,-3.5,0.5,-0.8,-0.4,3.4,3.0,0.9,2.1,1.2,-0.5,13.4
Cc1oc(-c2ccc(Cl)cc2)cc1-c1nn2c(-c3ccoc3C)nnc2s1,-5.6,1.3,-4.9,-1.4,-1.1,0.5,-1.0,2.2,-0.2,-2.6,-7.0
CC(=O)N1CC=CC1(C)C(=O)NCc1cc(F)cc(C(F)(F)F)c1 (stereo not drawn),-0.6,1.3,-0.7,-1.2,-1.2,-0.4,0.0,-1.8,-0.8,1.6,-3.8
COc1ccc(OC)c(/C=C2\SC(=S)N(C(C(=O)O)c3ccccc3)C2=O)c1 (stereo not drawn),-0.4,1.7,-10.5,-0.4,0.4,-2.6,-4.0,3.2,0.2,-1.8,-21.6
Cn1c(-c2ccc(CN3CCCCC3)o2)nc2ccccc21,-3.3,0.6,-15.9,1.2*,5.8*,9.2,7.1,3.2,2.7,-1.2,-54.0
CCCOc1nnnn1-c1ccccc1,2.1,2.1,-10.6,-0.8,2.2,-1.5,-0.9,0.1,0.4,-0.1,-1.2
O=C(O)c1ccc2c(c1)S(=O)(=O)N=C1CCCCCN12,0.8,5.1*,-4.0,-0.7,-1.8,-1.9,-2.0,1.5,-0.5,0.5,-6.0
OCCNCC(O)CN1c2ccccc2Sc2ccccc21 (stereo not drawn),-39.3,-0.6,-1.3,-1.1,-0.3,-0.9,-1.1,1.2,0.0,-5.4,-3.4
COc1ccc2nc(N3C(=O)CC(C(C)c4ccccc4)C3=O)sc2c1 (stereo not drawn),-4.5,1.3,1.4,-1.2,1.2,1.1,0.3,1.0,-0.8,-1.5,5.3
Cc1cc(NC(=O)COC(=O)[C@@H](NS(=O)(=O)c2ccc(Br)cc2)C(C)C)no1,-1.2,-1.9,-5.2,-1.5,-0.4,2.3,-3.5,-1.9,0.3,1.8,3.4
CCN1CCc2c(OCC(=O)Nc3ccc(C)cc3)cccc2C1=O,-1.4,-0.7,-6.4,-1.2,-3.1,-2.8,-1.8,-0.3,-2.2,1.9,-1.1
COc1cc(C)c(Cl)cc1S(=O)(=O)N1CCCC1,-4.1,x,-2.4,-1.5,-1.9,-3.8,-1.6,5.4,0.1,-0.5,-0.1
CS(=O)(=O)N1CCN(c2ccccc2NC(=O)c2cccnc2)CC1,3.3,1.5,-3.9,-0.9,0.4,0.9,1.4,-3.0,0.4,0.7,2.1
CC(C)(C)n1cn[nH]c1=S,0.3,2.3,-1.0,-1.6,1.1,-1.0,-0.1,-0.2,0.3,-0.3,-0.2
COc1ccc2oc(=O)c(C(=O)O)cc2c1,-1.8,0.2,-153.8,-0.5,-1.0,-0.9,-4.3,-3.3,0.1,1.9,-443.2
O=C(Nc1ccc(OC(F)(F)F)cc1)c1ccc2ccccc2n1,3.7,-0.2,2.1,0.5,7.8*,9.3,1.6,3.0,1.2,-4.4,4.0
Cc1n[nH]c(=O)nc1NCc1ccc(Cl)cc1,0.7,0.1,-5.2,-0.8,-0.1,0.9,-3.2,-0.6,1.0,-0.7,-1.0
CC(CS(=O)(=O)c1ccc2c(c1)NC(=O)CS2)C(=O)NCc1ccccc1Cl (stereo not drawn),-1.1,0.1,-3.0,-1.1,0.3,-2.1,-1.9,-1.0,-2.6,-1.1,-7.7
CC(O)(c1cccnc1)c1nc(-c2cccc(C(F)(F)F)c2)cs1 (stereo not drawn),-3.0,x,3.5,-1.5,-0.8,-0.9,1.7,2.0,0.5,-1.4,5.6
Cc1c(C(=O)NCc2ccc3c(c2)OCO3)sc2nc(-c3ccc(F)cc3)cn12,4.6,1.4,0.0,-0.8,-0.9,0.3,3.3,0.9,-0.2,0.8,-2.3

Entries listed so far printed as active in DAX1 inh-1.
Compound,GC-A act,DAX1 inh-1,ADAM17 inh,ssDAF-12 act,hcDAF12 agonist,SMARCA2 activ,DAX1 inh-2,PG9 Ab binder,ADAM10 inh
O=C(O)c1ccc2c(c1)S(=O)(=O)N=C1CCCCCN12,0.8,5.1*,-4.0,-0.7,-1.8,-2.0,-0.5,0.5,-6.0

(more compounds)
mol,GC-A act,DAX1 inh-1,ADAM17 inh,ssDAF-12 act,hcDAF12 agonist,hgDAF-12 ag,SMARCA2 activ,FXN GAA850 act,DAX1 inh-2,PG9 Ab binder,ADAM10 inh
Nc1[nH]c(C(=O)c2ccccc2)c(-c2ccc(F)cc2)c1C(=O)c1c[nH]c2ccccc12,-3.2,x,5.1,0.3,3.8,2.9,-6.9,x,0.3,0.6,-10.5
CC(Oc1ccc(Cl)cc1)C(=O)NCCN1C(=O)S/C(=C\c2cccnc2)C1=O (stereo not drawn),-5.2,-4.2,3.6,-2.1,-3.1,-4.8,-3.8,-0.1,-1.3,-1.2,-1.9
Cc1ccc(C2CC(=O)NC(SCc3ccccc3)=C2C#N)cc1 (stereo not drawn),0.2,-0.4,3.1,-0.6,-1.5,-1.9,-2.8,-1.1,0.2,-1.4,11.9
O=C(Cn1nc(-c2ccccc2)ccc1=O)NCCN1CCN(Cc2ccccc2)CC1,-2.7,-0.1,-0.7,-2.0,-0.4,1.1,1.2,-1.9,0.7,-2.5,3.1
CCOC(=O)C1=C(c2ccccc2)Nc2ncnn2C1c1ccc(OC)c(OC)c1OC (stereo not drawn),-3.6,-0.2,-7.2,-1.7,-2.4,-0.5,-2.6,0.2,-0.1,-0.4,1.8
CCn1c2ccccc2c2nnc(SCC(=O)N(C)C3CCS(=O)(=O)C3)nc21 (stereo not drawn),2.8,-0.5,0.6,-0.9,-0.8,-1.6,-2.3,1.6,0.1,1.1,4.8
CCC(=O)c1ccc(OCC(=O)OCC(=O)Nc2sccc2C(N)=O)cc1,17.3,-0.6,-0.4,-1.9,-2.8,1.3,1.5,1.6,0.1,2.1,-0.2
CS(=O)(=O)c1ccc(Cl)c(NC(=O)CSc2nnc3n2CCCCC3)c1,3.0,-0.1,-0.1,-1.5,-0.1,-0.7,4.2,-0.7,-0.3,-1.5,6.1
CC(C)Cc1nnc(NC(=O)Cc2ccc([N+](=O)[O-])cc2)s1,-3.8,-0.1,-5.0,-1.7,-2.0,4.1,-2.8,2.0,0.0,-2.1,-7.2
COc1ccccc1C(=O)NNC(=O)c1ccc(NC(=O)c2ccccc2)cc1,1.6,-1.5,2.6,-0.9,4.8,0.3,4.7,-0.7,-1.0,-1.7,-2.9
COC(=O)c1c(NC(=O)c2ccccc2[N+](=O)[O-])sc2c1CC(C)(C)NC2(C)C,-1.6,0.1,4.7,-1.5,0.7,-0.5,2.6,-1.6,0.2,1.1,9.7
NC(=O)c1cc(C(=O)c2ccc(Cl)cc2Cl)c[nH]1,7.4,0.7,4.1,-1.2,-1.0,7.2,-7.0,-2.0,-0.2,-1.3,6.9
CCn1c(=O)c(C(=O)NNC(=O)c2ccccc2Cl)c(O)c2ccccc21,1.2,0.3,-5.9,-0.9,-0.7,1.2,-1.9,-1.2,0.5,-0.8,-27.3
NC(CSC(c1ccccc1)(c1ccccc1)c1ccc(-c2ccccc2)cc1)C(=O)O (stereo not drawn),-1.9,-1.3,1.5,-1.6,0.0,2.4,-2.7,1.8,0.9,-1.3,2.7
COC(=O)c1cc(=O)n(-c2ccc(F)cc2)c(=Nc2ccc(F)cc2)s1,17.6,1.7,1.7,-0.5,3.0,-1.8,-1.9,0.0,-1.3,-1.2,-1.5
COc1ccc(-c2csc(NC(=S)NC(=O)c3ccccc3)n2)cc1Br,-1.5,x,-9.3,-1.7,-1.6,-0.9,-5.0,-0.5,0.1,-0.4,5.8
COCc1nnc(NC(=O)CC(c2ccccc2)c2ccccc2)s1,0.1,-0.3,-4.7,-0.7,-0.4,1.4,0.2,-2.5,0.1,0.2,1.0
Cc1ccccc1Oc1nc2c(c(=O)n(C)c(=O)n2C)n1C,0.9,-1.0,-3.5,-0.9,-1.8,-1.1,3.2,0.4,-0.2,1.3,4.0
CC1=C(C)CS(=O)N(S(=O)(=O)c2ccc(Cl)cc2)C1 (stereo not drawn),20.3,-0.8,-3.7,-1.3,-0.4,-1.1,2.2,0.3,-0.6,0.1,2.5
O=C(Nc1ccccc1)C1=C[C@H](C2CCCCC2)C[C@H](OCCCCO)O1,0.3,1.3,1.9,-2.0,-1.2,-2.2,-0.7,0.1,-0.4,0.7,1.7
O=C(NCCN1CCOCC1)C1CCN(Cc2ccccc2O)CC1,1.8,3.1,0.2,-1.2,-1.7,0.9,2.6,-0.8,-0.4,-0.2,5.7
c1coc(-c2nnc3n2C2(CCCC2)Cc2ccccc2-3)c1,-4.5,-0.8,-4.8,-1.9,-1.6,-1.7,0.6,-0.2,0.1,0.3,-5.8
Cn1cnnc1SCC(=O)Nc1nc(-c2ccc(F)cc2)cs1,29.2,2.2,-4.3,-1.6,-1.1,-0.3,-5.4,0.4,0.4,-0.3,-6.1
O=S(=O)(Nc1ccccn1)c1cnc(Cl)c(Br)c1,1.6,0.7,1.0,-1.4,-0.3,1.9,-2.1,1.3,-0.5,-1.9,3.0
Cc1cc(OC(=O)c2ccccc2C)c([N+](=O)[O-])c(=O)[nH]1,3.0,0.0,-6.4,-1.1,-0.1,-0.7,-2.7,0.4,-0.1,0.2,0.3
CCOC(=O)c1nnn(-c2nonc2N)c1CN1CCCC1,-1.6,1.6,1.9,-1.1,2.1,-0.3,-1.3,1.1,0.3,0.2,5.3
N#Cc1nc(Cc2cccc3ccccc23)oc1N1CCN(c2ccccc2)CC1,1.4,0.6,-3.7,-1.9,-2.2,-2.9,-0.3,0.4,0.4,-1.9,-0.7
CCn1c(SC)nnc1C1CCN(CC(=O)Nc2ccccc2N2CCOCC2)CC1,-3.1,-0.2,-5.2,-0.9,-1.5,0.8,-1.5,-3.1,-0.1,1.3,-0.9
CCCCNS(=O)(=O)c1ccc2nc(-c3cccnc3)cc(C(=O)NC3CC3)c2c1,-2.8,-1.4,1.0,-2.0,-2.2,-3.8,3.1,-1.4,-0.5,0.6,-6.4
O=C1CCC(=O)N(c2ccccc2)N1,-0.1,2.1,-3.0,-1.1,-0.5,0.9,1.0,-0.9,-0.4,-0.9,1.3
COc1ccccc1NS(=O)(=O)c1cccc(C(=O)N/N=C/c2ccc([N+](=O)[O-])o2)c1,2.0,-1.7,0.1,-1.3,-3.5,-8.4,-3.9,-0.8,-8.8,-3.7,-4.7
COc1ccccc1CNC(=O)c1ccoc1C,-4.3,-0.7,-4.7,-1.1,-1.6,0.3,-2.5,-2.5,-0.4,0.4,-5.6
CCOC(=O)c1cnc(-c2ccccc2)nc1Oc1ccccc1,-5.7,-1.1,-2.3,-0.6,3.4,-1.3,1.4,3.9,0.2,-1.6,-0.3
CC1=CC(C)C(/C=N/N=C(N)N)C(C)C1 (stereo not drawn),3.5,-0.7,-3.8,-0.9,-1.0,0.0,-2.9,1.8,0.3,0.6,0.2

Screening data: PubChem, several laboratories
